mHTT-CaM PPI inh: inhibitors of human mutant huntingtin-calmodulin interaction; 190,000 tested, 3.6% active; inhibition, % at 15 µM; AID 1671202; AlphaScreen His-mHTT/GST-CaM binding, luminescence;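 note: 0% = both proteins with DMSO and 100% = one protein alone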
Pf apPOL inh: Pf-apPOL DNA polymerase inhibition; 210,000 tested, 0.25% active; Recombinant Pf-apPOL, molecular beacon fluorescence, 1.5 h; inhibition, % at 10 µM
Numbers without * were called inactive; i = inactive; x = no result given; & = joins results of further samples. Cut-off read from the data, not from the text of the source: active = inhibition above about 50%; inactive = the rest.

smiles,mHTT-CaM PPI inh,Pf apPOL inh
COc1ccc(C=CC(=O)N2CCc3cc(OC)c(OC)cc3C2COc2ccc3c(C)cc(=O)oc3c2)cc1OC (stereo not drawn),69.2*,-0.8
O=c1oc(C23CC4CC(CC(C4)C2)C3)ns1,-4.4,x
CC(C)NCC(O)c1cc(O)cc(O)c1 (stereo not drawn),x,-1.0
Cc1ccc(C)c(OCC(=O)Nc2ccc([N+](=O)[O-])cc2Br)c1C,-0.7,-5.5
COc1ccccc1/C=C(\C#N)c1nc(-c2cccc([N+](=O)[O-])c2)cs1,5.1,2.2
COc1cc(C(CCN2CCCC2)c2c(OC)cc(OC)c3c(-c4ccccc4)cc(=O)oc23)cc(OC)c1OC (stereo not drawn),58.5*,-19.9
Cc1ccc(-n2ncc3c([N+](=O)[O-])cc([N+](=O)[O-])cc32)cc1,48.0,8.4
CCCCN(C)C(=O)c1nn(-c2cccc(OC)c2)c(=O)c2ccccc12,0.0,-0.4
O=C(Nc1ccccc1F)C(Cc1ccccc1)NS(=O)(=O)c1cccs1 (stereo not drawn),7.0,-0.4
O=C(Cc1cccc(F)c1)N1CCCC(COc2ccc(C(=O)N3CCCCC3)cc2)C1 (stereo not drawn),12.2,-0.8
Cc1ccc(S(=O)(=O)N2CCSC2c2ccc(Br)cc2)c(C)c1 (stereo not drawn),-69.0,-2.3
CCOC(CNC(=O)c1cnn2c(C)c(Cc3cccc(Br)c3)c(C)nc12)OCC,4.0,-6.7
CNC(=O)c1cc(N(C)C)nc2c(C)cccc12,-1.6,7.9
CCOc1ccc(C2C=C(c3ccc(CC)cc3)Nc3nnnn32)cc1OC (stereo not drawn),20.0,6.2
O=C(C1CCN(c2nccnc2Sc2ccccc2)CC1)N1CCOCC1,4.2,-5.7
CNC(=O)C1=C2CCCN2c2ccc(F)cc2S1(=O)=O,-15.3,-1.6
Cc1cc(C)cc(N2CC(C(=O)NCc3ccccc3F)CC2=O)c1 (stereo not drawn),3.0,1.2
CCOc1ccc(-c2cn3ccn(-c4ccc(F)c(F)c4)c(=O)c3n2)cc1,-6.6,-0.1
CS(=O)(=O)c1ccc2nc(NS(=O)(=O)c3ccc(Br)cc3)sc2c1,7.0,-1.3
Fc1cccc(Cl)c1-c1nnc2ccc3ccccc3n12,2.1&13.4,-10.7
CCOc1ccccc1C(=O)N1CC(=O)Nc2ccc(C)cc2C1c1ccc(F)cc1 (stereo not drawn),18.0,-1.9
CCOc1cc2c(cc1OCC)C(c1ccc(OC)c(OC)c1)OC(=O)C2 (stereo not drawn),5.0,16.6
O=C1c2ccccc2C(=O)c2c(NCCc3ccc(O)cc3)ccc(NCCc3ccc(O)cc3)c21,x,10.9
Cc1cc(N2CCCCC2)nc(NCCNS(=O)(=O)Cc2ccccc2)n1,-10.0,-8.3
Nn1c(CO)n[nH]c1=S,-6.8,x
COc1cccc(CNC(=O)C2c3ccccc3CCN2C(=O)c2ccccc2)c1OC (stereo not drawn),1.8,7.0
N#C/C(=C\c1cccc(Cl)c1)c1nn(CCO)c(N)c1C#N,18.7,5.1
Cc1ccc(Cl)cc1NC(=O)Cn1ccc2c(=O)[nH]ccc21,-1.7,7.4
O=C(NCc1ccco1)C1CCN(c2cncnc2N2CCOCC2)CC1,6.9,-6.3
CCn1cc(C(=O)N2CCC(c3nnc(-c4ccco4)s3)CC2)c(=O)c2ccc(C)nc21,3.3,22.4

Laid out differently: results already given.
Values run as follows: mHTT-CaM PPI inh | Pf apPOL inh
- O=c1oc(C23CC4CC(CC(C4)C2)C3)ns1
 : -4.4 | x
- CC(C)NCC(O)c1cc(O)cc(O)c1 (stereo not drawn)
 : x | -1.0
- Cc1ccc(C)c(OCC(=O)Nc2ccc([N+](=O)[O-])cc2Br)c1C
 : -0.7 | -5.5
- COc1ccccc1/C=C(\C#N)c1nc(-c2cccc([N+](=O)[O-])c2)cs1
 : 5.1 | 2.2
- COc1cc(C(CCN2CCCC2)c2c(OC)cc(OC)c3c(-c4ccccc4)cc(=O)oc23)cc(OC)c1OC (stereo not drawn)
 : 58.5* | -19.9
- Cc1ccc(-n2ncc3c([N+](=O)[O-])cc([N+](=O)[O-])cc32)cc1
 : 48.0 | 8.4
- CCCCN(C)C(=O)c1nn(-c2cccc(OC)c2)c(=O)c2ccccc12
 : 0.0 | -0.4
- O=C(Nc1ccccc1F)C(Cc1ccccc1)NS(=O)(=O)c1cccs1 (stereo not drawn)
 : 7.0 | -0.4
- O=C(Cc1cccc(F)c1)N1CCCC(COc2ccc(C(=O)N3CCCCC3)cc2)C1 (stereo not drawn)
 : 12.2 | -0.8
- Cc1ccc(S(=O)(=O)N2CCSC2c2ccc(Br)cc2)c(C)c1 (stereo not drawn)
 : -69.0 | -2.3
- CCOC(CNC(=O)c1cnn2c(C)c(Cc3cccc(Br)c3)c(C)nc12)OCC
 : 4.0 | -6.7
- CNC(=O)c1cc(N(C)C)nc2c(C)cccc12
 : -1.6 | 7.9
- CCOc1ccc(C2C=C(c3ccc(CC)cc3)Nc3nnnn32)cc1OC (stereo not drawn)
 : 20.0 | 6.2
- O=C(C1CCN(c2nccnc2Sc2ccccc2)CC1)N1CCOCC1
 : 4.2 | -5.7
- CNC(=O)C1=C2CCCN2c2ccc(F)cc2S1(=O)=O
 : -15.3 | -1.6
- Cc1cc(C)cc(N2CC(C(=O)NCc3ccccc3F)CC2=O)c1 (stereo not drawn)
 : 3.0 | 1.2
- CCOc1ccc(-c2cn3ccn(-c4ccc(F)c(F)c4)c(=O)c3n2)cc1
 : -6.6 | -0.1
- CS(=O)(=O)c1ccc2nc(NS(=O)(=O)c3ccc(Br)cc3)sc2c1
 : 7.0 | -1.3
- Fc1cccc(Cl)c1-c1nnc2ccc3ccccc3n12
 : 2.1&13.4 | -10.7
- CCOc1ccccc1C(=O)N1CC(=O)Nc2ccc(C)cc2C1c1ccc(F)cc1 (stereo not drawn)
 : 18.0 | -1.9
- CCOc1cc2c(cc1OCC)C(c1ccc(OC)c(OC)c1)OC(=O)C2 (stereo not drawn)
 : 5.0 | 16.6
- O=C1c2ccccc2C(=O)c2c(NCCc3ccc(O)cc3)ccc(NCCc3ccc(O)cc3)c21
 : x | 10.9
- Cc1cc(N2CCCCC2)nc(NCCNS(=O)(=O)Cc2ccccc2)n1
 : -10.0 | -8.3

The list goes on.
smiles,mHTT-CaM PPI inh,Pf apPOL inh
O=C(Nc1ccccc1)N1CCCC(OCc2cc(F)ccc2F)C1 (stereo not drawn),0.6,-0.9
Cc1nc2c(ccc3nc(NC(=O)NCc4cccs4)sc32)s1,3.2,-4.8
O=C1NN(c2ccc(Br)cc2)C(=O)/C1=C/c1ccc([N+](=O)[O-])o1,97.0*,4.9
O=C(Nc1ccc(F)cc1)c1cc([N+](=O)[O-])nn1Cc1ccccc1,3.0,-7.8
CCN(C1CCCCC1)S(=O)(=O)c1ccc(OC)c(OC)c1,-3.9,-2.6
Cc1ccc(-c2cc(C(F)(F)F)n3ncc(C(=O)NCc4ccco4)c3n2)cc1,3.0,-2.4
O=C(C1CC(=O)N(C2CCCC2)C1)N1CCN(c2ccc(F)cc2)CC1 (stereo not drawn),2.7,0.5
CCCCS(=O)(=O)N1CCc2c(nc3cc(-c4ccccc4Cl)[nH]n3c2=O)C1,21.9,2.6
NC(=O)C1CCCc2c1[nH]c1ccccc21 (stereo not drawn),11.5,-0.2
O=C(O)CC(CC(=O)NCC(O)c1ccccc1)c1ccccc1 (stereo not drawn),x,-6.7
O=C(NCc1ccc2c(c1)OCO2)C1CCN(c2cnn(Cc3ccccc3)c(=O)c2)CC1,-2.9,-2.0
O=C(O)CCC(C(=O)O)N1C(=O)C(=Cc2ccc3c(c2)OCO3)SC1=S (stereo not drawn),1.8,0.8
COc1ccc(Cl)cc1N1CCN(C(=O)c2ccc(F)cc2)C(C)C1=O (stereo not drawn),1.4,-15.5
Cc1cc(C)c(NS(=O)(=O)c2ccc(Cl)c(C(=O)O)c2)c(C)c1,-12.2,-3.1
COc1ccccc1C1=NOC(C(=O)N2CCN(C(=O)c3ccco3)CC2)C1 (stereo not drawn),11.4,-3.3
NCC(O)(CS(=O)(=O)O)c1ccc(Cl)cc1 (stereo not drawn),x,-5.7
Cc1ccc(CNC(=O)CCCn2c(=O)c3sccc3n(Cc3ccccc3C)c2=O)cc1,-3.0,-3.8
COc1ccc(-c2noc(C3CCCN3C(=O)c3ccccc3OC)n2)cc1 (stereo not drawn),7.8,1.3
Cc1ccccc1NC(=O)C(=O)NCc1cccnc1,1.3,-11.1
Cc1c(C(=O)O)sc2ncn(CC(=O)Nc3cccc(C(F)(F)F)c3)c(=O)c12,3.0,-1.3
CCCN1CCC(N(CC)Cc2ccccc2)CC1,-4.7,2.4
O=C(NC(N1CCCCC1)C(Cl)(Cl)Cl)c1ccccc1Cl (stereo not drawn),-10.0,1.9
Cc1cccn2c(=O)c3cc(C(=O)N4CCCCC4)c(=N)n(CC4CCCO4)c3nc12 (stereo not drawn),5.0,-0.9
COc1ccc2cc(C(=O)Nc3ccccc3)[nH]c2c1,1.1,-2.4
COc1ccc(C=C2Oc3cc(OS(=O)(=O)c4ccc(C)cc4)ccc3C2=O)c(OC)c1OC,-8.0,-6.8
O=C(Cc1cccc(Cl)c1)N1CCc2[nH]nc(C(=O)N3CCCCC3)c2C1,3.0,-2.7
CCOC(=O)c1cc(CNC2CCS(=O)(=O)C2)on1 (stereo not drawn),-2.1,x
Cc1cc(C2CCCN2C(=O)c2cnn3c(C(F)F)cc(-c4ccccc4)nc23)no1 (stereo not drawn),2.3,-1.7
O=C(NCCC1=CCCCC1)c1cccc([N+](=O)[O-])c1,-2.4,-0.3
COc1ccccc1N1CCN(C(=O)c2cn3c(n2)CCCC3)CC1,13.8,-2.0

(further entries)
compound	mHTT-CaM PPI inh	Pf apPOL inh
CCCN1CCN(C(=O)c2noc3c2CCCCC3)CC1	-2.9	-1.3
O=C(C1CCN(c2nc3ccc(-c4cccnc4)nc3s2)CC1)N1CCOCC1	9.4	1.1
O=c1[nH]c(N2CCN(Cc3ccccc3)CC2)nc2c(-c3ccccc3)csc12	24.7	-9.3
CCOCCCNC(=O)C1CCCN(c2ncnc3c2nc2n3CCCCC2)C1 (stereo not drawn)	4.0	-3.2
COc1ccc(C2CC(c3cccc(Br)c3)Nc3nnnn32)cc1 (stereo not drawn)	8.2	1.2
Cc1cc(-c2nc(-c3ccc(Cl)cc3)no2)ccc1[N+](=O)[O-]	8.0	0.1
O=[N+]([O-])c1ccc2nc(SCc3ccccc3F)sc2c1	11.9	-1.8
CCOc1cccc(CNC(=O)c2cn3c(n2)CCCC3)c1	-9.0	-3.9
Cc1cccc(NC(=O)CSc2cc(N3CCCC(C)C3)ncn2)c1 (stereo not drawn)	-20.0	1.5
CCCn1ncc(N2CCC(C(=O)N(C)C)CC2)cc1=O	-10.5	-0.1
COc1ccc(OCC(=O)Nc2cccc(-c3nc4ncccc4o3)c2)cc1	3.0	4.7
O=C(Cc1cccs1)N1CCN(c2ccccc2F)CC1	-1.7	-5.6
Cc1ccccc1C(=O)Nc1ccc(N2CCCN(Cc3cccc(F)c3)CC2)nc1	13.1	-4.1
Cc1cccc(N2CCN(C(=O)c3ccc4c(c3)NC(=O)c3ccccc3S4)CC2C)c1 (stereo not drawn)	100.0*	-9.7
COc1cccc(C(=O)N2CCN=C2N2CCN(c3ccc(F)cc3)CC2)c1	15.9	-6.9
Cc1ccc(OCC(=O)O/N=C(\N)c2ccc(Br)cc2)cc1C	i	-5.8
O=C(Nc1ccc(N2CCCN(Cc3ccccc3)CC2)nc1)c1ccc(F)cc1	22.0	-1.0
O=C(Nc1cc(Cl)ccc1Cl)c1ccccc1Br	-21.3	-3.1
O=C(O)CSCC(=O)Nc1nc(-c2ccc(F)c(F)c2)cs1	x	-13.1
Cc1cccc(N2C(N)=C(C#N)C(c3ccsc3)C3=C2CCCC3=O)c1 (stereo not drawn)	22.0	3.2
O=C(c1ccn2c(-c3cccc(Cl)c3)nnc2c1)N1CCN(c2ccccc2)CC1	11.6	-4.4
N#C/C(=C\c1cccc(F)c1)c1nc(-c2ccc(Br)cc2)cs1	-7.6	0.1
CCc1noc(COC2CCCN(C(=O)c3ccc4c(c3)OCO4)C2)n1 (stereo not drawn)	-12.3	-5.7
O=C(c1ccc(Cl)cc1)N1CCCCC1CCN1CCCCC1 (stereo not drawn)	6.2	-5.8
Cc1ccc(NC(=S)NCCNc2nccc(C(F)(F)F)n2)c(C)c1	x	-3.4&1.9
CCc1ccccc1NC(=O)N1CCn2cccc2C1Cc1ccccc1 (stereo not drawn)	-2.0	3.0
COc1cc(Nc2ncc3c(n2)CCN(Cc2cc(OC)ccc2OC)C3)cc(OC)c1	76.3*	-3.9
O=C(c1csc(-c2ccc3c(c2)CCO3)n1)N1CCN(C2c3ccccc3-c3ccccc32)CC1	x	-4.0
COc1ncccc1CN(C)C(=O)c1cccn1C	2.0	2.4
Cc1cccc(C(=O)Nc2c3c(nn2-c2ccccc2C)CSC3)c1	58.0*	-5.4

The last 2 entries of the section before are carried over, then new ones follow.
compound	mHTT-CaM PPI inh	Pf apPOL inh
COc1ncccc1CN(C)C(=O)c1cccn1C	2.0	2.4
Cc1cccc(C(=O)Nc2c3c(nn2-c2ccccc2C)CSC3)c1	58.0*	-5.4
c1ccc(OCC2C[N+]34CCO[B-]3(OCC4)O2)cc1 (stereo not drawn)	-2.0	-7.2
COc1ccc(Br)cc1C1CC(=O)Nc2cc(C)c(C)cc21 (stereo not drawn)	11.0	-11.0
COc1ccccc1-c1nc(S(=O)(=O)c2ccccc2)c(N2CCCCCC2)o1	15.0	-0.9
CC(C)(C)SCCNc1nc(Sc2ccc(Cl)cc2)nc(N2CCSCC2)n1	x	2.4&-10.6

Compound activity deposited in PubChem BioAssay by University of Kansas High Throughput Screening Laboratory.
